Source: PubChem (several laboratories)
SRC2 TRFRET art: TR-FRET artefact, counter-screen to PPARgamma/SRC-2 agonist assay. TR-FRET ratio at 8 µM. hit rate 0.4% among 200,000. stronger effect = higher value; in the data active = TR-FRET ratio above about 2000; also: inactives centre near 1500
PPARg SRC3 recr: promotes SRC-3 coactivator recruitment by human PPARgamma; activation, % at 8 µM; P37231; biochemical PPARgamma/SRC-3 coactivator recruitment assay; hit rate 0.26% among 200,000; in the data active = activation above about 23%;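 also: 0% = DMSO and 100% = reference agonist; some compounds past the cut are filed as inactive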
Target sequence (P37231 whole entry, looked up): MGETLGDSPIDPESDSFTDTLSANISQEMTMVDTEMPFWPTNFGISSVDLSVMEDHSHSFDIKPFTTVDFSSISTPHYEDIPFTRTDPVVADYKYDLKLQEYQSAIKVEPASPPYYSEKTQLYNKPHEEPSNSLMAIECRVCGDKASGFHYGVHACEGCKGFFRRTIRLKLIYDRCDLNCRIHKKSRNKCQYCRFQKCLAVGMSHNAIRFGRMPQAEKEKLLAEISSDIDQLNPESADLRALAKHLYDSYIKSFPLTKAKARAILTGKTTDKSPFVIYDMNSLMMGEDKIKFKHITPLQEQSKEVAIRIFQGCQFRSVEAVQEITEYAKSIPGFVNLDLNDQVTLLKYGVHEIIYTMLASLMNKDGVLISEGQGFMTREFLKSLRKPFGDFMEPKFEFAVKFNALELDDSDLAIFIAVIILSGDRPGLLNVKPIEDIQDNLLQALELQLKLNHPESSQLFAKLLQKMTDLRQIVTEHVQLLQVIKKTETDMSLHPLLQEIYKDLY
TNAP act hi DEA: TNAP (human) activation, high acceptor | purified TNAP, CDP-star luminescence, 1 M DEA, 30 min; stronger effect = higher value; 0 = EDTA background, 1 = DMSO-only activity | 200,000 tested, under 10 active | activation factor at 20 µM;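 active = activation factor at least 2 at 20 µM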
Target sequence (P05186 whole entry, looked up): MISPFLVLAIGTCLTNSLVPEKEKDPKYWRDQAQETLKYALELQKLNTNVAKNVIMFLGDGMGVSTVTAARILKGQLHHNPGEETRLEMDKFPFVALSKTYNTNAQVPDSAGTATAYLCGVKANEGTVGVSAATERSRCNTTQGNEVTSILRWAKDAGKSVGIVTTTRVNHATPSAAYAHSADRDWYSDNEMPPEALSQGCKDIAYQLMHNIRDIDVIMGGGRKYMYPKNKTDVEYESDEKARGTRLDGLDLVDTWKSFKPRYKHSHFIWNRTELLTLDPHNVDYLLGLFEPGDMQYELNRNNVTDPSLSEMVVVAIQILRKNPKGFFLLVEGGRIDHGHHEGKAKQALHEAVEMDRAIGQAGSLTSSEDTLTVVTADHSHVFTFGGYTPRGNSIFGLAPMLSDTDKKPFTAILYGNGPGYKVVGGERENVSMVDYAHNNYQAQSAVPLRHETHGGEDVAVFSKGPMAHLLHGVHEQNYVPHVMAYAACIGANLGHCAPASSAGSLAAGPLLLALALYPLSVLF
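system = human TNAP | amount = enzyme diluted 1/800 final | reagent = 100 µM CDP-star substrate | signal = luminescent substrate turnover signal | dosing = one dose, 20 µM | benchmarks = EDTA negative control, DMSO positive control | measure = activation factor | timing = 30 min reaction, room temperature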
HMGR II inh: blocks class II HMG-CoA reductase of Enterococcus faecalis; inhibition, % at 10 µM; hit rate 0.41% among 190,000; purified E. faecalis HMGR, NADPH absorbance 340 nm kinetic; AID 1066;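 active = inhibition above a set limit, the median over all tested compounds plus 3 SD, cut at about 9.5% in these data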;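 also: enzyme runs in reverse so mevalonate oxidation gives rising NADPH absorbance; 0% = complete reaction with DMSO and 100% = background rate lacking mevalonate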
bIAP act: increases bovine intestinal alkaline phosphatase activity | purified bovine IAP, CDP-star luminescence, 30 min; stronger effect = higher value; fold of DMSO-control signal, blank-subtracted | activation factor at 20 µM | hit rate 0.17% among 200,000 | AID 1016;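 active = activation factor of 2 or more at 20 µM, a signal rise over negative controls twice the positive control's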
PPARg SRC-1 ag: promotes SRC-1 coactivator recruitment by human PPARgamma; PPARgamma-SRC-1 coactivator recruitment biochemical assay; activation, % at 8 µM; hit rate 0.41% among 200,000; AID 631; in the data active = activation above about 19%;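 also: 0% = DMSO and 100% = reference agonist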
TNAP inh noacc: blocks human TNAP activity with no phosphate acceptor present. P05186. hit rate 0.26% among 200,000. purified TNAP, CDP-star luminescence, 30 min. inhibition, % at 20 µM;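 active = tissue-nonspecific alkaline phosphatase inhibition above about 50% at 20 µM in the single-dose screen, limit read from the data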;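 also: 0% = DMSO negative control and 100% = EDTA positive control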
TNAP inh hi DEA: inhibitors of human TNAP at high phosphate acceptor concentration. purified TNAP, CDP-star luminescence, 1 M DEA. hit rate 0.03% among 200,000. P05186. inhibition, % at 20 µM;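 active = over 50% inhibition of tissue-nonspecific alkaline phosphatase at 20 µM in the single-dose screen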;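 also: plate controls were DMSO wells for no effect and EDTA-quenched wells as full inhibition for full effect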
bIAP inhibitor: blocks bovine intestinal alkaline phosphatase activity; purified bovine IAP, CDP-star luminescence, 30 min; inhibition, % at 20 µM; 190,000 tested, under 10 active;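 active = over 50% inhibition of intestinal alkaline phosphatase at 20 µM in the single-dose screen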
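Assay system: bovine IAP enzyme; medium: DEA buffer 100 mM, pH 9.8, with MgCl2 1.0 mM, ZnCl2 0.02 mM; doses: 20 µM single dose; incubation: enzyme reaction for 30 min at room temperature; detection: CDP-star luminescence signal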
PPARg SRC2 recr: PPARgamma-driven SRC-2 recruitment agonism | P37231 | PPARgamma LBD-SRC-2 recruitment, biochemical | activation, % at 8 µM | hit rate 0.34% among 200,000 | AID 1032; in the data active = activation above about 22%;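 also: 0% = vehicle and 100% = reference agonist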
The depositor's hits bear a star.

SMILES | SRC2 TRFRET art | PPARg SRC3 recr | TNAP act hi DEA | HMGR II inh | bIAP act | PPARg SRC-1 ag | TNAP inh noacc | TNAP inh hi DEA | bIAP inhibitor | PPARg SRC2 recr
O=C(O)CSc1nnc(Cn2cnc3ccccc32)n1CCc1ccccc1 | 1489 | 3 | 1 | 1 | 1 | -2 | 0 | 3 | -2 | -3
Cc1nccn1-c1ccc(C(F)(F)F)cc1[N+](=O)[O-] | 1620 | 1 | 1 | -7 | 1.2 | 4 | -9 | -2 | -17 | 3
Cc1ccc(-c2nn(C)c(=O)c3ccccc23)cc1CNS(C)(=O)=O | 1500 | 0 | 1 | 0 | 0.9 | -5 | 5 | -4 | 8 | 5
CCSc1nnc(CCNC(=O)OC(C)(C)C)o1 | 1586 | -8 | 1 | 0 | 0.9 | -3 | -4 | -2 | 11 | 2
Cc1cc(NC(=O)CCCn2nc([N+](=O)[O-])cc2C)no1 | 1408 | -2 | 1 | -1 | 1.1 | -6 | 0 | 2 | -8 | -12
O=C(C[n+]1cccc(O)c1)Nc1ccc(Br)cc1 | 1609 | 1 | 1 | 4 | 1 | 8 | -6 | -4 | 0 | -4
Cc1nnsc1-c1nc2ccccc2[nH]1 | 1463 | 6 | 1.1 | 3 | 1 | 4 | -11 | -6 | 2 | 11
CC(C)(C)NC(=O)C1CCN(S(=O)(=O)c2cccc(C(F)(F)F)c2)CC1 | 1684 | 3 | 1 | -2 | 1 | 4 | 4 | 0 | 2 | 8
COc1ccccc1-c1cc(C(=O)N2CCCCC2)no1 | 1437 | -2 | 1.1 | -2 | 0.9 | 0 | -14 | -7 | 15 | 0
c1ccc(COc2ccc(CN3CCN(c4ccccn4)CC3)cc2)cc1 | 1552 | -5 | 1 | 3 | 1 | -1 | -9 | -2 | -4 | 10
Cc1ccc(-n2ncc3c(=O)[nH]c(SCC(=O)N4CCOCC4)nc32)cc1 | 1399 | -6 | 1 | -4 | 1 | 10 | -14 | 0 | 5 | -1
O=CN(CCN(C=O)CN1CCCCC1)CN1CCCCC1 | 1654 | -1 | 1 | 1 | 0.9 | 15 | -3 | -3 | 7 | 8
CCOc1ccccc1NC(=O)N1C2CCCC1CC(NC(=O)C1CC1)C2 (centres undefined) | 1578 | 0 | 1 | -3 | 0.6 | -4 | -11 | -3 | 40 | 3
CC(=O)Nc1ccc(-c2nnn(CC(=O)c3ccccc3)n2)cc1Cl | 1725 | 6 | 1.1 | 0 | 0.9 | 8 | -15 | -6 | 8 | 6
COC(=O)C1=C(N)OC2=C(C(=O)CC(C)(C)C2)C1c1ccccc1OCC#N (centres undefined) | 1570 | 0 | 1 | -3 | 1 | -8 | 1 | 2 | -4 | 5
C=CCc1cccc2ccc(=O)oc12 | 1705 | -5 | 1 | 1 | 0.8 | -1 | 2 | 0 | 23 | 10
O=C(O)CN1C(=O)C2(OCCCO2)c2ccccc21 | 1712 | -1 | 1 | 0 | 0.9 | 4 | -12 | -4 | 5 | 7
O=C1c2ccccc2C(O)(c2ncc[nH]2)N1C1CCCCC1 (centres undefined) | 1665 | -3 | 1 | 1 | 1 | 8 | 3 | 3 | -1 | 7
O=C(CSc1ccc2c(c1)OCCO2)Nc1ccc(Cl)cn1 | 1392 | 1 | 1 | -3 | 0.8 | 5 | -5 | -2 | 24 | 4
CCOC(=O)c1c(NC(=O)CC2Nc3cc(C)c(C)cc3NC2=O)sc(C)c1C (centres undefined) | 1651 | 7 | 1 | -3 | 0.9 | 6 | -3 | -2 | 6 | 5
C=CCOc1c(Br)cc(/C=C2/NC(=S)N(C(C)=O)C2=O)cc1OC | 1732 | 0 | 1 | -2 | 0.8 | 1 | -13 | -1 | 18 | 2
O=C(CN1C(=O)C2C3C=CC(C3)C2C1=O)Nc1nc(-c2ccccn2)cs1 (centres undefined) | 1621 | 3 | 1.1 | -3 | 1.2 | -3 | -9 | -6 | -22 | 5
COC(=O)/C(C#N)=C1/SC=C(C)N1c1ccccc1 | 1462 | 0 | 1 | 3 | 1 | 0 | -3 | 1 | 2 | -7
COc1ccc(NC(=O)CN(C)S(=O)(=O)c2ccccc2)c([N+](=O)[O-])c1 | 1515 | -8 | 1 | -7 | 1 | -5 | 0 | 0 | -2 | -9
CN(C)/N=C/c1ccc([N+](=O)[O-])cc1[N+](=O)[O-] | 1556 | 16 | 1 | -3 | 0.9 | 5 | 12 | 1 | 14 | 15
Other records.
SMILES | SRC2 TRFRET art | PPARg SRC3 recr | TNAP act hi DEA | HMGR II inh | bIAP act | PPARg SRC-1 ag | TNAP inh noacc | TNAP inh hi DEA | bIAP inhibitor | PPARg SRC2 recr
O=C1/C(=C/c2cccc3ccccc23)CCCc2ccccc21 | 1579 | -1 | 1 | -7 | 1.3 | -3 | 0 | 5 | -26 | 8
Cc1c(N=Nc2ccc(O)cc2)c(=O)n(-c2ccccc2)n1C | 1632 | 3 | 0.8 | -4 | 0.8 | 12 | 8 | 21 | 23 | 3
CC(=O)n1cc([C@@H]2C=C(C(=O)N3CCOCC3)O[C@H](OCCCCO)C2)c2ccccc21 | 1439 | -2 | 1.1 | -5 | 1.1 | -3 | -9 | -9 | -14 | -1
O=C(CSc1nnc(-c2ccncc2)n1-c1ccc(F)cc1)NC(=O)NCc1ccco1 | 1553 | 2 | 1 | 3 | 0.9 | 2 | -13 | -4 | 13 | 1
COc1ccc(NC(=O)N(CCO)Cc2cc3c(C)cc(C)cc3[nH]c2=O)cc1 | 1665 | 10 | 1 | 2 | 1 | -5 | -8 | -3 | -5 | 6
CCc1ccc(S(=O)(=O)c2nnn3c2nc(NCCNC(C)=O)c2ccccc23)cc1 | 1770 | 3 | 1 | -1 | 1.1 | 4 | -10 | -1 | -12 | 14
O=C(O)CCn1c(C2CCCCC2)nc2ccccc21 | 1625 | -3 | 1.1 | 0 | 1 | 3 | -5 | -5 | -2 | 3
CN(C)S(=O)(=O)N(CC(=O)N1CCC(Cc2ccccc2)CC1)c1ccccc1 | 1545 | -2 | 1 | -4 | 1 | 5 | -11 | -5 | -3 | 0
O=C(Oc1ccc2cc(Br)ccc2c1)N1CCCCCC1 | 1632 | 3 | 1 | -2 | 0.9 | 1 | -4 | -2 | 8 | -1
O=C(/C(=N\O)n1cncn1)c1ccc(Br)cc1Br | 1591 | -4 | 0.9 | -2 | 0.9 | 4 | 3 | 5 | 7 | 2
CCOc1cc(C2/C(=C(/O)c3ccc(OC(C)C)cc3)C(=O)C(=O)N2CCCOC)ccc1O (centres undefined) | 1598 | 6 | 1.1 | 4 | 1 | 6 | -12 | -5 | 2 | 6
CC(=O)O/N=C(/c1nonc1N)N1CCN(c2ccc([N+](=O)[O-])cc2Cl)CC1 | 1609 | 4 | 1 | -1 | 0.8 | 1 | -4 | -1 | 18 | 7
O=C(Oc1c(Cl)cc(Cl)c2cccnc12)N1CCOCC1 | 1641 | -6 | 1 | 4 | 0.9 | -5 | -11 | -2 | 8 | -1
COC(=O)C1CCN(C(=O)c2cc(OC)c(OC)c(OC)c2)CC1 | 1701 | 3 | 1.1 | -9 | 1 | 2 | -14 | -9 | 4 | 4
CN(C)c1ccc(/C=N/NC(=O)c2cccc(N3CCCC3=O)c2)cc1 | 1628 | 2 | 1 | -1 | 1.2 | 7 | -1 | 4 | -16 | 14
COc1ccc(NC(=O)C(NC(=O)c2ccc(=O)[nH]c2)c2ccc(OC)cc2)cc1 (centres undefined) | 1538 | -5 | 1 | -3 | 0.9 | -6 | 6 | -1 | 10 | -5
Cc1nc(CN(C)Cc2nc(Cc3ccccc3Cl)no2)cs1 | 1461 | 0 | 1.1 | -2 | 1.1 | 0 | -12 | -7 | -5 | -2
Cc1nn(-c2ccccc2)c(N2CCCC2)c1/C=C1\N=C(c2ccc(OC(C)C)cc2)OC1=O | 1507 | 2 | 1 | -1 | 0.9 | -4 | 12 | 5 | 10 | -5
COc1cc(OC)c(C2C(C#N)=C(N)Oc3cc(C)n(CCCN4CCOCC4)c(=O)c32)cc1OC (centres undefined) | 1546 | 15 | 1 | -8 | 1 | 3 | -4 | 2 | 2 | 7
Cc1c(Cl)cccc1-n1c(SCC(=O)NCc2ccccc2Cl)nnc1-c1ccncc1 | 1596 | -2 | 1.1 | 0 | 1.1 | -1 | -5 | -6 | -12 | 2
Cc1ccc2nc3ccc(N4CCCCCCC4)nn3c(=O)c2c1 | 1449 | 0 | 1.1 | 2 | 1 | 3 | 3 | -6 | 1 | 0
COc1ccc(-c2csc(-c3cccs3)n2)cc1OC | 1810 | 5 | 1 | 4 | 0.9 | 6 | -1 | 0 | 14 | 2
COC(=O)C(C)N(c1ccc(C)cc1)S(=O)(=O)c1c(C)[nH]c(=O)[nH]c1=O (centres undefined) | 1429 | 8 | 1 | -2 | 0.6 | 4 | -8 | -2 | 38 | 2
CCC(=O)Nc1ccc(NC(=O)c2cc3ccccc3o2)cc1 | 1715 | 11 | 1.1 | -4 | 0.9 | 10 | -16 | -5 | 6 | 3
Cc1occc1-c1nnc(SCC(=O)NCCc2ccccc2)n1Cc1ccccc1 | 1637 | -15 | 1 | -3 | 1.2 | 8 | -6 | -1 | -20 | 4

An excerpt of these results, in markdown.
| SMILES | SRC2 TRFRET art | PPARg SRC3 recr | TNAP act hi DEA | HMGR II inh | bIAP act | PPARg SRC-1 ag | TNAP inh noacc | TNAP inh hi DEA | bIAP inhibitor | PPARg SRC2 recr |
| --- | --- | --- | --- | --- | --- | --- | --- | --- | --- | --- |
| O=C1/C(=C/c2cccc3ccccc23)CCCc2ccccc21 | 1579 | -1 | 1 | -7 | 1.3 | -3 | 0 | 5 | -26 | 8 |
| Cc1c(N=Nc2ccc(O)cc2)c(=O)n(-c2ccccc2)n1C | 1632 | 3 | 0.8 | -4 | 0.8 | 12 | 8 | 21 | 23 | 3 |
| CC(=O)n1cc([C@@H]2C=C(C(=O)N3CCOCC3)O[C@H](OCCCCO)C2)c2ccccc21 | 1439 | -2 | 1.1 | -5 | 1.1 | -3 | -9 | -9 | -14 | -1 |
| O=C(CSc1nnc(-c2ccncc2)n1-c1ccc(F)cc1)NC(=O)NCc1ccco1 | 1553 | 2 | 1 | 3 | 0.9 | 2 | -13 | -4 | 13 | 1 |
| COc1ccc(NC(=O)N(CCO)Cc2cc3c(C)cc(C)cc3[nH]c2=O)cc1 | 1665 | 10 | 1 | 2 | 1 | -5 | -8 | -3 | -5 | 6 |
| CCc1ccc(S(=O)(=O)c2nnn3c2nc(NCCNC(C)=O)c2ccccc23)cc1 | 1770 | 3 | 1 | -1 | 1.1 | 4 | -10 | -1 | -12 | 14 |
| O=C(O)CCn1c(C2CCCCC2)nc2ccccc21 | 1625 | -3 | 1.1 | 0 | 1 | 3 | -5 | -5 | -2 | 3 |
| CN(C)S(=O)(=O)N(CC(=O)N1CCC(Cc2ccccc2)CC1)c1ccccc1 | 1545 | -2 | 1 | -4 | 1 | 5 | -11 | -5 | -3 | 0 |
| O=C(Oc1ccc2cc(Br)ccc2c1)N1CCCCCC1 | 1632 | 3 | 1 | -2 | 0.9 | 1 | -4 | -2 | 8 | -1 |
| O=C(/C(=N\O)n1cncn1)c1ccc(Br)cc1Br | 1591 | -4 | 0.9 | -2 | 0.9 | 4 | 3 | 5 | 7 | 2 |
| CCOc1cc(C2/C(=C(/O)c3ccc(OC(C)C)cc3)C(=O)C(=O)N2CCCOC)ccc1O (centres undefined) | 1598 | 6 | 1.1 | 4 | 1 | 6 | -12 | -5 | 2 | 6 |

This is a random part of the collection; 1.6% or so of the library scored in one or more.
